OX1R antag: blocks the human orexin 1 receptor | O43613 | OX1R-expressing cells, FRET antagonist read-out | inhibition, % at 6.6 µM | 1.8% of 330,000 active | AID 485270; in the data active means inhibition mostly above about 38%, no sharp cut-off; inactive means mostly below about 40%;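 further: 0% = agonist challenge alone and 100% = reference antagonist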
STK33 inh: human STK33 kinase inhibition | Q9BYT3 | purified STK33, MBP phosphorylation, ADP-Glo luminescence | 0.073% of 320,000 active | inhibition, % at 10 µM;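 active means inhibition at or above 25%, using the most active replicate where run in duplicate; inactive means inhibition below 25%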
KCNQ2 block: KCNQ2 potassium channel inhibitors, primary screen, cell-based, CHO-K1, FluxOR thallium flux, B-score (AID 2156). O88943. 20 min; active compounds read low. B-score at 10 µM. 1.1% of 310,000 active;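 active means fluorescence ratio B-score at most minus 3 library SDs, with starting brightness B-score within 2 library SDs, cut at about -5.5 in these data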
Target sequence (O88943 whole entry, looked up): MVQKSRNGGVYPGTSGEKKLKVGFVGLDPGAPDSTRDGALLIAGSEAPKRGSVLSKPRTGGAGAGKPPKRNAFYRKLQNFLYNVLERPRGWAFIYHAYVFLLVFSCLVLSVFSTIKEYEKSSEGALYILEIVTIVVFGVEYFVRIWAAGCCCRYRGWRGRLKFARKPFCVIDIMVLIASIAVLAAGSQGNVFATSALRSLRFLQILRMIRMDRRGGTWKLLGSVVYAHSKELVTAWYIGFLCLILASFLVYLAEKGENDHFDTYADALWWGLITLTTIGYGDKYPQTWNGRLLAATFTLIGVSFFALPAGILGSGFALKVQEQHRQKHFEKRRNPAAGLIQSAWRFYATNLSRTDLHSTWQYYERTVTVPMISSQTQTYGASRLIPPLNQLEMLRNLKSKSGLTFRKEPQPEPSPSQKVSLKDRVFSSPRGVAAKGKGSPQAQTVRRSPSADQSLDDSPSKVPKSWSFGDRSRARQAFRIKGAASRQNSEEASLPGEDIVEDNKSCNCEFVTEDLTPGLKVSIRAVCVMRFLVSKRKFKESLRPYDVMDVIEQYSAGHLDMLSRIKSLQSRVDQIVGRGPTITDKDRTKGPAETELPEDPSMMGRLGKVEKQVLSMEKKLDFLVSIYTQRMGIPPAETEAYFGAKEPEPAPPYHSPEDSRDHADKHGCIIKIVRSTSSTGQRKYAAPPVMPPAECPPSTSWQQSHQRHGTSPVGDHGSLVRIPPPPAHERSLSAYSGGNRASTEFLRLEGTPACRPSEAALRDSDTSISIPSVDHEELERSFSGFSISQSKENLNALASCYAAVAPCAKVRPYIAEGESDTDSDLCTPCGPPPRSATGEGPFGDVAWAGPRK
* marks the source's active call; other numbers are inactive results; i = inactive; / = no result given; & = joins results of further samples.

Order of results: OX1R antag	STK33 inh	KCNQ2 block
1: COc1cc(C(=O)Oc2ccc3c(c2)OCC3=O)cc(OC)c1OC
    18	-2.0	i
2: Cn1c(=O)c2c(nc(N/N=C/c3cccs3)n2Cc2ccc(Br)cc2)n(C)c1=O
    23	0.6	i
3: C[C@H](NC(=O)c1nc[nH]c1C(=O)N1CCNCC1)C(=O)OC(C)(C)C
    9	-1.0	i
4: CC(C)NC(=O)CSc1nc2[nH]ncc2c(=O)[nH]1
    15	-0.9	i
5: O=C(c1ccc(NS(=O)(=O)c2ccccc2)cc1)N1CCOCC1
    10	-0.2	i
6: CCOC(=O)C1=C(c2ccccc2)NC(=O)NC1c1cc(OC)c(OC)cc1OC (stereo not given)
    6	-0.4	i
7: O=C(CSCCO)Nc1ccccc1
    4	0.1	i
8: CCCCCNC(=O)c1ccc2c(=O)n(CC3CCCO3)c(=S)[nH]c2c1 (stereo not given)
    9	-0.8	i
9: Cc1cc(C(=O)Nc2ccc(S(=O)(=O)Nc3onc(C)c3C)cc2)c(C)o1
    3	-0.4	i
10: CCN(CC(=O)Nc1ccc(NC(C)=O)cc1)C(=O)C1CCCC1
    2	-1.9	/

In the list so far, these contain sulfur:
Order of results: OX1R antag	STK33 inh	KCNQ2 block
2: Cn1c(=O)c2c(nc(N/N=C/c3cccs3)n2Cc2ccc(Br)cc2)n(C)c1=O
    23	0.6	i
4: CC(C)NC(=O)CSc1nc2[nH]ncc2c(=O)[nH]1
    15	-0.9	i
5: O=C(c1ccc(NS(=O)(=O)c2ccccc2)cc1)N1CCOCC1
    10	-0.2	i
7: O=C(CSCCO)Nc1ccccc1
    4	0.1	i
8: CCCCCNC(=O)c1ccc2c(=O)n(CC3CCCO3)c(=S)[nH]c2c1 (stereo not given)
    9	-0.8	i
9: Cc1cc(C(=O)Nc2ccc(S(=O)(=O)Nc3onc(C)c3C)cc2)c(C)o1
    3	-0.4	i

Continued:
Order of results: OX1R antag	STK33 inh	KCNQ2 block
11: CC(OC(=O)c1cc(=O)[nH]c2ccccc12)C(=O)Nc1ccc(Cl)cn1 (stereo not given)
    14	-0.8	/
12: O=C(NCCS(=O)(=O)N1CCN(c2cccc(Cl)c2)CC1)c1ccc2c(c1)OCO2
    8	/	i
13: Cc1ccc(C(=O)Oc2cc(C)[nH]c(=O)c2[N+](=O)[O-])cc1
    6	-2.0	i
14: O=C(CN(Cc1ccccc1)C(=O)CNS(=O)(=O)c1ccc(F)cc1)NCC1CCCO1 (stereo not given)
    24	-2.0	i
15: O=C(CNCc1cccs1)Nc1ccc(S(=O)(=O)N2CCCCC2)cc1
    21	0.1	i
16: Cc1cccc(C(=O)NC(=S)Nc2cccc3nc(C)ccc23)c1
    40	0.0	i
17: CCc1ccc(N(C(=O)c2snc(C(N)=O)c2N)C(C(=O)NC2CCCC2)c2ccco2)cc1 (stereo not given)
    26	-2.6	i
18: CC(C)(CO)CNC(=O)CC1C(=O)NCCN1CC(c1ccccc1)c1ccccc1 (stereo not given)
    13	-0.7	i
19: COc1ccc(/C=C(\NC(=O)c2ccccc2)C(=O)NCCN2CCOCC2)cc1OC
    22	-0.5	i
20: CCOc1ccccc1N(C(=O)c1snc(C(N)=O)c1N)C(C(=O)NC1CCCC1)c1cccs1 (stereo not given)
    18	-0.6	i
21: CCOc1ccc(NC(=O)Cn2nnc(C(=O)NCc3ccc4c(c3)OCO4)c2N)cc1
    -4	-2.0	i
22: CCOC(=O)c1ccc(NC(=O)c2ccccc2[N+](=O)[O-])cc1
    16	-2.0	i
23: Cc1n[nH]c(=O)c2c(NC(=O)CSc3nc4ccccc4c(=O)n3C(C)C)oc(C)c12
    18	-0.4	i
24: COc1ccc(-c2csc(NC(=O)CSc3ncn[nH]3)n2)cc1OC
    37	1.7	i
25: O=c1c(Cc2ccc(F)cc2)c(O)ccn1Cc1ccc(F)cc1
    14	-1.2	i
26: CN(CC(=O)Nc1cccc(F)c1)C(=O)c1cccnc1Sc1ccc(Cl)cc1
    13	-0.3	i
27: CCCCNC(=O)Nc1c(C(=O)OC)[nH]c2ccc(C)cc12
    6	4.1	i
28: CC(=O)Nc1ccc(S(=O)(=O)NNC(=O)C2CCCCC2)cc1
    15	-2.5	i
29: Cc1cc(C)[n+]2n1C(=O)C(c1ccccc1)=C2[O-]
    52&33	-0.6	i
30: Cc1cccc(NC(=O)NC2(C)CCS(=O)(=O)C2)c1 (stereo not given)
    11	0.1	i
31: COCCNC(=O)C(c1ccco1)N(C(=O)Cn1nnc2ccccc21)c1ccccc1C (stereo not given)
    22	-2.0	i
32: CN(Cc1cccnc1)C(=O)CNC(=O)c1ccc(Cl)cc1Cl
    16	-1.2	i
33: COc1cc(C(=O)Nc2ccc(C)cn2)c([N+](=O)[O-])cc1OC
    39	4.7	i
34: CCOC(=O)c1cn[nH]c1C(F)(F)F
    7	0.2	i
35: Cc1ccc(C)n1-c1ccc(-c2ccn[nH]2)cc1
    -6	2.5	i
36: Cc1nc2sccn2c(=O)c1S(=O)(=O)NCC1CCN(Cc2ccccc2Cl)CC1
    11	0.0	i
37: CCOC(=O)CNC(=O)Cn1cnc2ccc(S(=O)(=O)N3CCC(C)CC3)cc2c1=O
    8	-0.9	i
38: COc1cccc(CC(=O)Nc2ccc3c(c2)OC2(CCCC2)O3)c1
    5	-0.8	/
39: O=C(N/N=C/c1cccc(O)c1)c1ccccc1O
    14	3.2	i
40: COc1cccc(NC(=O)CN(C)C(=O)c2ccccc2Sc2ccccc2C#N)c1
    39*	-1.3	/
41: Cc1ccc(N2C(=O)N3[C@@H]4c5ccccc5OC[C@@H]4[C@@H](c4ccccc4)[C@@]3(C)C2=O)cc1
    4	-1.8	/
42: Cc1nn(CC(=O)NCCN2CCOCC2)c(=O)c2cc3sccc3n12
    7	0.6	i
43: COc1ccccc1CN1C[C@@H]2C[C@@H](c3ccc(C)cc3)N3CCC[C@@]23C1=O
    9	0.1	i
44: CC1(OC(=O)C2CCCC2)C(=O)C=C2C=C(c3ccsc3)N(Cc3ccco3)C=C2C1=O (stereo not given)
    41	0.5	i
45: Cc1cccc(NC(=O)c2cccc(C(F)(F)F)c2)c1
    30	0.1	i
46: COc1ccc(S(=O)(=O)N(C)C[C@H]2Oc3ccc(NC(=O)C4CC4)cc3C(=O)N([C@H](C)CO)C[C@@H]2C)cc1
    4	-0.4	/
47: Cc1cccc(NC(=O)CCn2ccnc2C)c1
    11	-1.0	i
48: COc1ccc(CCN(Cc2cc3cc(C)ccc3[nH]c2=O)C(=O)N2CCCC2)cc1OC
    5	-1.6	i
49: NC(=O)/C(=C\c1ccccc1)NC(=O)c1ccc(NC(=O)c2ccccc2)cc1
    10	4.8	i
50: COC(=O)[C@H](CC(C)C)NC(=O)Nc1ccc(F)cc1
    9	-0.8	i
51: COC(CN(C(=O)CCl)C(C(=O)NC1CCCCC1)c1ccccc1C)OC (stereo not given)
    15	-1.4	i
52: CCOC(=O)Cc1csc(NC(=O)CN2C(=O)c3ccccc3S2(=O)=O)n1
    19	-2.4	/
53: CSc1ccccc1NC(=O)COC(=O)Cc1cccs1
    18	-0.1	i
54: Cc1ccc(S(=O)(=O)NCCC(=O)NCc2ccco2)cc1
    9	0.3	i
55: O=S(=O)(Nc1ccc2ccccc2n1)c1ccc2c(c1)CCO2
    3	0.8	i
56: CC1=NN(c2ccccc2)C(=O)/C1=C/c1cccc(C)c1
    3	-1.9	i
57: COc1cccc(NC(=O)Cn2nc(Cc3cccnc3)c3ccccc3c2=O)c1
    2	-0.6	i
58: CCN(CC#CCC1(O)c2ccccc2-c2ccccc21)C(C)C
    17	-1.6	i
59: C/C(=N\N1CCN(Cc2ccc(C)cc2)CC1)c1ccco1
    16	-2.6	i
60: CC1CCCCN1C(=O)COC(=O)c1ccc2ccccc2n1 (stereo not given)
    10	-0.6	/

Continued:
Order of results: OX1R antag	STK33 inh	KCNQ2 block
61: CCN(CC(=O)NCc1ccc(Cl)cc1)C(=O)c1cc2ccccc2o1
    5	-3.0	i
62: Cc1ccc(-c2ocnc2C(=O)Nc2nc(C)cs2)cc1
    36	2.5	i
63: Nc1nc(Cl)cc(Oc2ccc([N+](=O)[O-])cc2)n1
    0	-4.7	i
64: COc1ccc(C2C(C(=O)NCC3CCCO3)CCC(=O)N2c2ccc3c(c2)OCO3)cc1 (stereo not given)
    14	-0.9	i
65: CCOc1ccc(Cl)cc1S(=O)(=O)N1CCC(C(=O)NCC2CCCO2)CC1 (stereo not given)
    10	-0.5	i
66: CC(CN1CCCCC1)OC(=O)c1ccccc1Cl (stereo not given)
    24	-1.1	i
67: O=C(C1=C[C@@H](c2ccc(Br)cc2)C[C@@H](OCCCCO)O1)N1CCOCC1
    12	0.5	i
68: CC1CCN(CCNC(=O)C2CCCN(c3ncnc4c3nc3n4CCCCC3)C2)CC1 (stereo not given)
    8	-1.6	i
69: O=C(c1cc(COc2ccc(F)cc2Cl)on1)N1CCN(C2CCCCC2)C(=O)C1
    15	-0.8	i
70: O=C(COc1ccccc1)NC1CCN(Cc2ccccc2)CC1
    1	-1.5	i
71: Cc1[nH]n(-c2ccccc2)c(=O)c1S(=O)(=O)c1ccccc1
    23	-0.2	i
72: COc1ccc(CNC(=O)CN2C(=O)C3C4C=CC(C4)C3C2=O)cc1 (stereo not given)
    7	0.2	i
73: CCN(C[C@H]1N[C@@](CC)(C(=O)OC)[C@H]2C(=O)N(Cc3ccccc3)C(=O)[C@@H]12)C(=O)c1ccc(F)cc1
    -1	0.8	/
74: COc1ccc(C(=O)c2coc3ccc(O)c(CN4CCOCC4)c23)cc1
    10	-0.2	i
75: Cc1ccccc1CNS(=O)(=O)c1c(C(=O)N2CCCC2)c(C)n(C)c1C
    6	-1.0	i
76: COc1cc(/C=C(\C#N)C(=O)NCC2CCCO2)ccc1OCC(=O)O (stereo not given)
    26	-3.9	i
77: O=C(c1cc(COc2cccc(C(F)(F)F)c2)on1)N1CCC(Oc2cccnc2)CC1
    6	-0.7	i
78: Cc1cc(S(=O)(=O)N2CCOCC2)c(C)s1
    12	-1.7	i
79: CC(C)NC(=O)c1ccc(CN2CCc3ccccc3C2)cc1
    /	-1.6	i
80: O=C(Cc1csc(NC(=O)Nc2cccc(Cl)c2)n1)NCc1cccnc1
    13	-0.8	i
81: COC(=O)c1ccc(NC(=O)c2ccc3c(c2)OCO3)cc1
    13	-0.1	i
82: Cc1ccc(C2=NN(C(=S)Nc3ccccc3)C(c3ccco3)C2)cc1 (stereo not given)
    31	-2.6	i
83: COC(=O)CSC1=C(C#N)C(=O)NC(c2ccccc2)S1 (stereo not given)
    5	0.2	i
84: O=C(NC(=S)Nc1cccc(-c2ccc(CO)o2)c1)c1cccs1
    14	-0.6	i
85: COc1cc(C2c3c([nH]c(=O)[nH]c3=O)Nc3ccc4ccccc4c32)cc(OC)c1OC (stereo not given)
    9	-1.5	i
86: Cc1ccc(NC(=O)c2ccc(S(=O)(=O)NCc3cccnc3)cc2)cc1C
    11	-0.6	i
87: CC1(C)Cc2cccc(OCC(=O)Nc3ccccc3F)c2O1
    15	0.5	i
88: Cc1cccc(Nc2nc(CC(=O)O)cs2)c1
    6	-1.1	i
89: O=C(Nc1ccc(Cl)cc1)C1CCCN(C2=NS(=O)(=O)c3ccccc32)C1 (stereo not given)
    6	-1.3	/
90: CCS(=O)(=O)c1ccc(O)c(N2C(=O)C3C4C=CC(C4)C3C2=O)c1 (stereo not given)
    -5	0.0	i

Shown as a hit in OX1R antag, among the entries above:
Order of results: OX1R antag	STK33 inh	KCNQ2 block
40: COc1cccc(NC(=O)CN(C)C(=O)c2ccccc2Sc2ccccc2C#N)c1
    39*	-1.3	/

The list continues:
Order of results: OX1R antag	STK33 inh	KCNQ2 block
91: O=C1CCC(=O)N1c1cccc(-c2nc3ccccc3o2)c1
    16	-1.8	i
92: O=C(c1c(Cl)nc2sccn12)N1CCCc2ccccc21
    2	-0.2	i
93: O=C(CC1OC(=O)c2ccccc21)Nc1cccc(S(=O)(=O)N2CCCCCC2)c1 (stereo not given)
    10	0.1	i
94: OC(CN1CCOCC1)Cn1c2ccccc2c2ccccc21 (stereo not given)
    5	3.8	i
95: O=C(CCNC(=O)c1ccc(Br)cc1)Nc1ccc(S(=O)(=O)Nc2ncccn2)cc1
    9	-1.4	i
96: CN1CCc2c(sc3c2C(=O)NC(c2cccc(OC(=O)c4cccs4)c2)N3)C1 (stereo not given)
    25	3.7	i
97: CCN1CCN(C(=O)c2cnn3c(C(F)F)cc(-c4ccc(C)cc4)nc23)CC1
    23	0.6	i
98: Cc1cc(C)nc(N/N=C/c2ccccc2Cl)n1
    8	-0.3	i
99: Cc1nc2ccccc2cc1C(=O)Nc1ccccc1Cl
    8	-0.3	i
100: CC1CCC(NS(=O)(=O)c2ccc3c(c2)n(C)c(=O)c(=O)n3C)CC1 (stereo not given)
    8	0.0	i
101: CN(CC(=O)Nc1ccc(Cl)c(C(F)(F)F)c1)C(=O)C1CCCO1 (stereo not given)
    9	1.0	/
102: Cc1cc(C)c2[nH]c(=O)c(CN(Cc3cccnc3)C(=S)NCCCN(C)C)cc2c1
    17	-0.5	i
103: O=C(NCC1(O)CCCCC1)C1CCC(=O)N(Cc2ccccc2F)C1 (stereo not given)
    8	-0.6	i

Assay outcomes deposited in PubChem BioAssay by several laboratories.
